Assay outcomes as filed in PubChem.
Tat export inh – E. coli Tat transport inhibition; AID 488895; inhibition, % at 10 µM; E. coli MC4100 TorA-mCherry Tat export, fluorescence; 340,000 tested, 0.036% active;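 active = mean replicate inhibition at least 50% and at least half of replicates individually reaching 50%; inconclusive = only one of the two criteria met; inactive = neither criterion met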;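 note: exported cargo escapes ClpAP degradation while cytoplasmic cargo is degraded and loses fluorescence; 0% = median of neutral control wells and 100% = median of NaSCN control wells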
Rtt109 HAT inh – blocks Candida albicans Rtt109/Vps75 acetyltransferase activity; purified Rtt109/Vps75, ThioGlo CoA-SH fluorescence, 4 h; 330,000 tested, 0.16% active; Q5AAJ8; inhibition, % at 34.9 µM;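 active = inhibition of at least 50% in every replicate; inconclusive = best replicate reaches 50% inhibition but some replicates fall short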
Target sequence (Q5AAJ8 whole entry, looked up): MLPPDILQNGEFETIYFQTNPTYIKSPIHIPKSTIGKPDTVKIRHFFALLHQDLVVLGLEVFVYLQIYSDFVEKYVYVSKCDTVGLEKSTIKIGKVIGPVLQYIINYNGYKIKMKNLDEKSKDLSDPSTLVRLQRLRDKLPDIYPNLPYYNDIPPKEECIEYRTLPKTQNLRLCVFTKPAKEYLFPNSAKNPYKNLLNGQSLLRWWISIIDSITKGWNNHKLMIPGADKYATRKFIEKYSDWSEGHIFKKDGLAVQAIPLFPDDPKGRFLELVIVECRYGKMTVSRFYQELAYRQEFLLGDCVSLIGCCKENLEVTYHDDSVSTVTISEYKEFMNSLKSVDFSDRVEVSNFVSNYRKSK
PvdQ inh – P. aeruginosa PvdQ acylase inhibition. purified PvdQ acylase, fluorescence plate reader. inhibition, % at 10 µM. 340,000 tested, 0.063% active. AID 488965; in the data active = inhibition above about 30%, passing the limit was not always enough; inconclusive = no clear call, values can overlap the other calls;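 note: 0% = vehicle neutral wells and 100% = reference inhibitor wells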
Wnt bcat act – Wnt/beta-catenin pathway activation; Wnt/beta-catenin reporter cell assay, activator, plate reader; 300,000 tested, 1.2% active; activation, % at 9.35 µM; in the data active = activation above about 30%, passing the limit was not always enough; inconclusive = no clear call, values can overlap the other calls;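 note: 0% = neutral control wells and 100% = positive control wells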
CAL PDZ FP – blocks peptide binding to human CAL PDZ domain. Q9HD26. purified CAL PDZ, TMR-peptide fluorescence polarization, 1 h. inhibition, % at 20 µM. 330,000 tested, 0.02% active;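 active = highest replicate inhibition of at least 40%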;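 note: plate controls were DMSO neutral control wells for no effect and unlabeled competitor peptide control wells for full effect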
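Test system: tagged CAL PDZ domain / Buffer or medium: sodium phosphate/NaCl buffer pH 7.4 with TCEP, IgG, Thesit / Reagent: TMR-labelled reporter peptide T*-PRC34 bound in PDZ groove / Compound dosing: single point, 20 µM / Schedule: 1 h incubation at room temperature before polarization reading / Technique: fluorescence polarization (mP) / Benchmarks: unlabelled peptide, DMSO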
PfHsp90 yeast 2 – inhibits growth of yeast expressing Plasmodium falciparum Hsp90; S. cerevisiae expressing PfHsp90, BacTiter-Glo ATP, 48 h; yeast lacking PDR1 and PDR3 efflux regulators; inhibition, % at 9.4 µM; 310,000 tested, 0.32% active;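 active = every replicate shows inhibition above about 80%, whatever the replicate mean, limit read from the data; inconclusive = mean inhibition reaches the set limit but some replicate falls short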;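 note: 0% = DMSO neutral controls and 100% = 20 µM radicicol positive controls; yeast relying on Plasmodium falciparum Hsp90 in place of its own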
DAGLB inhibitor – diacylglycerol lipase beta (human) inhibition; inhibition, % at 5.17 µM; AID 504411; HEK293T DAGLB membrane lysate, EnzChek fluorogenic substrate; 340,000 tested, 0.059% active; in the data active = inhibition above about 34%;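 note: 0% = enzyme with vehicle and 100% = wells lacking enzyme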
Target sequence (Q8NCG7 whole entry, looked up): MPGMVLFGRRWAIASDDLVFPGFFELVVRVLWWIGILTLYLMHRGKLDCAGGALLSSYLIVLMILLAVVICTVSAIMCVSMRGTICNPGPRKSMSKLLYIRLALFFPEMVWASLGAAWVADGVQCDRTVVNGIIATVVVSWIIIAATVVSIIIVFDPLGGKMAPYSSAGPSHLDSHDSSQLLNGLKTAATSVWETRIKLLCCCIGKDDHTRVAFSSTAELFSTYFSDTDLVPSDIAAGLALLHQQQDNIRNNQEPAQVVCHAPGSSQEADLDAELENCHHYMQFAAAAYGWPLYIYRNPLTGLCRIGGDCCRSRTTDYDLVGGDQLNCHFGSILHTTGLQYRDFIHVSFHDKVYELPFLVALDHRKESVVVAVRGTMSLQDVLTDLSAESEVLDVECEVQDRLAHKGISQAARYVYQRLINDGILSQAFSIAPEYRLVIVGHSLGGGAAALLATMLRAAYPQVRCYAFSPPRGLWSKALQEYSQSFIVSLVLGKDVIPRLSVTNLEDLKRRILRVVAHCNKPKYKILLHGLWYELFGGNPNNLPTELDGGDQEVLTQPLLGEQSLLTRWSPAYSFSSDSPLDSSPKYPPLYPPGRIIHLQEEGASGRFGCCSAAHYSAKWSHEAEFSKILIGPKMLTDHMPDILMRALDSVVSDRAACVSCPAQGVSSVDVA
phage Ecoli inh – E. coli growth loss with phage present; growth absorbance; inhibition, % at 11.9 µM; 360,000 tested, 0.26% active; in the data active = inhibition above about 11%
AddAB inh – less growth of phage-infected E. coli with AddAB | AID 435030 | E. coli expressing H. pylori AddAB, absorbance growth | inhibition, % at 11.9 µM | 330,000 tested, 0.29% active; in the data active = inhibition above about 12%;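 note: 0% = vehicle wells of infected cells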
Ecoli viability – counter-screen for AddAB inhibitors: E. coli growth inhibition; E. coli V3065 growth, OD600 absorbance, 18 h; inhibition, % at 11.9 µM; AID 449728; 330,000 tested, 0.27% active;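 active = inhibition above the campaign's mean inhibition across all tested compounds plus 3 SD, cut at about 9.9% in these data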;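 note: uninfected addAB+ strain grown without phage in ampicillin broth; 0% = DMSO wells and 100% = ciprofloxacin 0.95 µg/ml wells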
* = called active by the depositor; ? = inconclusive; . = no result given.

SMILES	Tat export inh	Rtt109 HAT inh	PvdQ inh	Wnt bcat act	CAL PDZ FP	PfHsp90 yeast 2	DAGLB inhibitor	phage Ecoli inh	AddAB inh	Ecoli viability
Cc1cc(C)nc(SCc2c(F)cccc2Cl)n1	3.8	-0.1	-3.7	0.9	0.2	-2.3	-6.3	-1.3	4.3	1.4
COc1ccccc1N1CCN(S(=O)(=O)CCNC(=O)C2CCCCC2)CC1	-2.2	6.4	12.3	-0.4	-2.5	.	-1.5	0.8	0.5	3.9
c1ccc(CNC2CC3CCC2C3)cc1 (configuration not stated)	2.6	2.5	-5.7	-6.1	0.2	-9.7	2.0	2.1	.	.
O=C(O)CNC(=O)c1ccc(OC(F)F)cc1	-6.1	-0.4	-8.2	-3.2	0.4	-12.1	-2.0	2.2	1.5	-1.8
O=C(CNCc1ccccc1Cl)Nc1cc(S(=O)(=O)N2CCOCC2)ccc1Cl	1.5	13.3	3.8	-2.0	-1.3	11.1	-4.6	-0.8	-0.5	0.5
Cc1ccccc1C(=O)NN1C(=O)CSC1=S	-4.9	2.9	9.4	2.5	1.0	.	-0.2	2.1	0.5	2.8
CN(C)C(=O)CCc1ccc2c3c([nH]c2c1)[C@]1(CCc2ccccc2)[C@@H](C(=O)N2CCCCC2)C[C@H](CC(=O)NC(C)(C)C)C(=O)N1CC3	4.9	3.9	22.5	-1.1	-0.1	5.2	1.6	3.8	0.2	0.7
CC(=O)N1c2ccc3ccccc3c2C(C)CC12CCCCC2 (configuration not stated)	4.8	19.1	5.0	.	0.9	11.5	-8.7	1.3	0.3	-0.7
O=C(CCCN1C(=O)c2cccc3cccc(c23)C1=O)N1CCN(c2ccc(F)cc2)CC1	7.0	-21.1	13.1	-1.1	-0.9	0.3	-0.9	5.0	-0.5	1.4
C#CCOCCOCCOCCNc1nc(N2CCN(C(=O)C([C@@H](C)CC)n3cc(C(N)CO)nn3)CC2)nc(N2CCN(C(=O)C([C@@H](C)CC)n3cc(C(N)COC(=O)C(F)(F)F)nn3)CC2)n1 (some centres not stated)	.	.	.	-3.4	.	.	.	1.9	-0.9	-4.2
Cc1nc2sccn2c(=O)c1S(=O)(=O)N1CCN(c2cccc(C(F)(F)F)c2)CC1	7.0	12.8	8.1	2.2	-0.8	-29.0	3.6	1.1	1.1	4.5
COc1ccc(OC)c(NC(=O)CCNC(=O)c2ccco2)c1	-3.9	1.7	-13.4	-1.0	-2.5	-11.5	-0.2	1.7	6.0	1.6

The list goes on (two carried over from the part before).
SMILES	Tat export inh	Rtt109 HAT inh	PvdQ inh	Wnt bcat act	CAL PDZ FP	PfHsp90 yeast 2	DAGLB inhibitor	phage Ecoli inh	AddAB inh	Ecoli viability
Cc1nc2sccn2c(=O)c1S(=O)(=O)N1CCN(c2cccc(C(F)(F)F)c2)CC1	7.0	12.8	8.1	2.2	-0.8	-29.0	3.6	1.1	1.1	4.5
COc1ccc(OC)c(NC(=O)CCNC(=O)c2ccco2)c1	-3.9	1.7	-13.4	-1.0	-2.5	-11.5	-0.2	1.7	6.0	1.6
CCOc1ccc(CN(C)CC(=O)NCc2ccccc2Cl)cc1	1.9	-5.4	0.5	6.6	1.3	-9.3	-1.4	2.4	5.6	-0.1
CN(C)CCCNc1oc(-c2ccccc2Cl)nc1S(=O)(=O)c1ccccc1	6.0	-5.6	-20.4	-1.2	-1.5	7.6	-1.2	7.1	1.1	-1.7
NC(=O)c1ccc(NC(=O)COC(=O)/C=C/c2cccs2)cc1	-0.4	.	-8.2	-0.3	-1.5	-1.5	1.7	2.4	1.6	2.6
CC(=O)Nc1ccc(S(=O)(=O)NCCC(=O)Nc2ncccc2C)cc1	6.2	0.7	-5.2	1.4	-2.8	2.3	1.5	-0.1	-4.4	-2.4
Cc1ccc(C(=O)c2c3ccccc3[n+]([O-])n2CCO)cc1	-4.1	9.0	-8.5	2.6	-0.6	-7.5	0.4	-1.3	4.5	0.7
CC(C)Oc1cccc(C(=O)Nc2ccc(N3CCN(S(C)(=O)=O)CC3)cc2)c1	-1.8	-1.4	-10.2	0.6	-0.8	59.4	-1.8	1.2	-1.2	-1.3
Cn1c(=O)[nH]c(=O)c2c1nc(N1CCC(Cc3ccccc3)CC1)n2Cc1ccccc1	4.4	1.1	-4.2	1.4	-0.3	-5.7	2.5	.	-0.2	-1.6
Cc1ccc(NC(=O)CC2SC(=O)N(c3ccccc3)C2=O)cc1 (configuration not stated)	3.7	-80.0	-7.3	32.5*	-2.2	6.9	18.6	2.4	-1.3	-0.8
Cc1ncc(CSc2nc3ccccc3[nH]2)c(N)n1	1.9	-17.8	-3.2	-1.1	-1.2	.	2.0	2.0	0.2	-1.6
O=C(COC(=O)c1cc([N+](=O)[O-])ccc1NCCO)Nc1ccc2c(c1)OCO2	-9.4	-2.1	-1.3	.	-3.5	-10.6	1.2	4.8	0.5	0.1
OCc1nnn(-c2cccc(C(F)(F)F)c2)c1CO	-9.1	-24.1	-12.2	.	-0.3	21.0	-4.9	1.9	2.7	0.1
CC(=O)C1=C(C)Nc2ncnn2C1c1ccccc1 (configuration not stated)	-1.2	-0.5	-19.7	-2.1	1.9	19.7	-3.4	0.2	.	.
Nc1ccc(Oc2cc(N)cc(Oc3ccccc3)c2)cc1	0.1	8.5	21.5	?	-0.9	7.5	-0.5	0.6	2.2	-2.2
C/C(=N\NC(=O)Cc1ccc(Cl)cc1)c1cccnc1	-4.5	10.6	3.4	-0.5	0.6	.	0.8	3.5	.	.
CCN(CC(=O)Nc1c(F)cccc1F)C(=O)C1CCN(S(=O)(=O)c2ccc(F)cc2)CC1	3.9	-9.1	-16.5	-0.7	1.0	.	-0.2	3.5	-0.9	0.9
Cc1ccc(C(=O)CSC2=C(C#N)C(c3ccco3)C3=C(CC(C)(C)CC3=O)N2)cc1 (configuration not stated)	-3.4	34.8	12.7	.	-3.3	-7.8	-4.3	-0.6	0.2	-0.6
O=C1CC(N2CCN(S(=O)(=O)c3ccccc3F)CC2)C(=O)N1c1ccccc1F (configuration not stated)	-4.5	-6.8	-10.7	1.4	-0.1	22.3	-0.6	-0.1	.	.
Cc1cc(C(=O)NCc2cccnc2)no1	-2.1	-0.1	-2.3	.	-2.6	1.9	2.4	3.5	-0.9	-0.4
CCC(C)N1CNc2c(c(=O)[nH]c(=S)n2-c2cccc(C)c2)C1 (configuration not stated)	-6.9	8.2	5.6	-1.0	0.4	-6.0	-0.9	1.5	-0.3	1.9
CCn1c(C)c(Br)c(=O)c(C(=O)OC)c1-c1ccc(Cl)cc1	4.3	9.5	9.3	-0.7	-0.8	0.2	-0.7	0.5	1.1	-3.4
COc1ccc(-c2n[nH]c(=S)n2/N=C/C=C/c2ccccc2OC)cc1	1.2	10.6	13.2	-1.8	-0.4	14.2	0.1	3.6	-1.6	-1.6
CC(C)CN(CC(C)C)S(=O)(=O)N1CCC(C(=O)NCc2ccc3c(c2)OCO3)CC1	12.1	-15.3	-13.2	-1.5	-2.3	-39.0	2.0	2.9	0.6	-3.1
COC(=O)Cn1c(=O)sc2ccccc21	-0.3	-1.9	0.4	.	-2.1	-2.4	1.4	3.1	-1.9	-1.3
COc1ccc(CCNC(=O)CN2C(=O)COc3ccc(S(=O)(=O)N4CCOCC4)cc32)cc1OC	1.7	3.7	-17.2	-2.0	-1.5	1.3	1.2	1.8	2.4	-1.9
COc1ccc(S(=O)(=O)NCc2ccc(C(=O)N3CCN(Cc4ccccc4)CC3)cc2)cc1	6.6	10.6	5.4	-0.2	-3.1	19.1	-3.1	-0.6	2.9	0.2
O=C(COc1ccc(Br)cc1)NCC1COc2ccccc2O1 (configuration not stated)	-5.8	0.6	-9.3	-1.0	-0.9	-12.7	-15.3	-0.8	1.6	0.9
C[C@H](NC(=O)OCc1ccccc1)C(=O)NNC(=O)[C@H](C)NC(=O)OCc1ccccc1	8.8	-6.6	-13.0	-2.6	-0.5	.	-1.6	1.6	0.9	-1.9
C=CCN(CC(=O)Nc1cccnc1)S(=O)(=O)c1ccc(Cl)cc1	6.5	-0.7	2.6	37.1*	0.0	.	1.8	-2.7	1.3	-1.4
O=C(COC(=O)c1ccccc1-n1cnnn1)c1ccc(F)c(F)c1	0.0	-14.6	-13.9	4.8	-2.7	26.1	-1.3	-0.3	0.4	-0.2
CCCN(CCC)S(=O)(=O)c1ccc(C(=O)Nc2nnc(-c3cc(OC)cc(OC)c3)o2)cc1	3.1	4.5	-8.5	.	-0.9	-46.2	-1.1	.	-2.9	-4.1
O=C(CCN1CCN(c2ccccc2)CC1)NNC(=O)Cc1ccccc1Cl	-9.8	-0.6	-13.2	1.1	-0.1	6.0	1.5	2.4	3.3	-2.9
CC(C)CNC(=O)C(=O)NCC1OCCN1S(=O)(=O)c1cccs1 (configuration not stated)	7.6	0.6	-11.0	2.1	-1.2	2.7	1.0	1.5	2.2	2.9
COC(=O)c1sc(=S)n(-c2ccc(Cl)cc2)c1C	5.6	-4.6	1.5	.	0.1	.	-2.8	1.2	6.0	2.8
COc1ccc(C)cc1N1CC(C(=O)Nc2ccccc2N2CCCCC2)CC1=O (configuration not stated)	0.3	0.0	-27.9	-2.5	-1.9	-7.2	1.4	0.9	1.6	1.8
Cc1cc(C)n(CCC(=O)N/N=C/c2c(O)ccc3ccccc23)n1	?	1.0	4.1	-0.6	-0.6	-12.3	6.6	-0.5	-0.2	-2.0
COc1ccc([N+](=O)[O-])cc1N(CC(O)Cn1nnc2ccccc21)S(=O)(=O)c1ccc(C)cc1 (configuration not stated)	-12.6	7.3	11.0	.	-0.2	-10.9	1.6	1.2	0.4	0.2
CCN(CC)S(=O)(=O)c1ccc(N=Nc2cc(C)cc(Br)c2O)cc1	5.6	.	-0.9	0.0	0.4	0.2	4.8	2.3	0.6	-2.4
O=C(CNC(=O)C1COc2ccccc2O1)N/N=C\c1ccc(Cl)cc1 (configuration not stated)	0.4	-0.9	-6.8	1.8	-0.1	-10.1	4.5	2.2	-1.8	-1.4
COc1ccc(/C=N/Nc2nnc(C)n2N)cc1OC(C)=O	4.5	0.0	-0.1	5.8	-0.2	0.0	1.4	1.9	6.7	6.7
O=C(CCc1c[nH]c2ccccc12)N1CCN(S(=O)(=O)c2ccccc2)CC1	0.8	5.1	-11.8	-1.4	-1.7	8.3	-1.4	-1.9	1.2	0.8
C/C=C/C(=O)Nc1ccc(N2CCN(c3ccc(C(F)(F)F)cn3)CC2)nc1	0.5	10.8	-5.2	-3.7	0.0	-18.6	0.3	3.3	-0.8	-0.1
O=C(CCN1C(=O)/C(=C/c2ccc(F)cc2)SC1=S)NC1CCS(=O)(=O)C1 (configuration not stated)	-2.8	4.1	-5.5	2.2	-1.8	0.0	-1.6	3.5	1.1	-1.0
O=C(O)CCc1nc2ccccc2c(=O)[nH]1	-3.9	-0.3	-6.4	-0.2	-0.5	13.3	-3.2	0.5	-0.4	1.9
CC(C)N(Cc1ccccc1)S(=O)(=O)c1ccc2c(c1)NC(=O)CO2	3.9	1.3	-4.7	-1.9	-1.0	-3.8	-3.9	3.2	2.2	-1.0
C=CCn1c(=S)[nH]c2cc(-c3ccccc3)sc2c1=O	-1.7	-6.5	-7.5	8.6	-2.9	-29.4	-0.1	1.4	0.3	1.8
